# Screening results as filed in PubChem BioAssay.
# CHRM1 antagonist – human CHRM1 antagonism; P11229; CHO-K1 hM1, Fluo-8 calcium fluorescence, ACh EC80 antagonist; inhibition, % at 3 µM; 360,000 compounds, 1.3% hits;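 active means percent inhibition above its own plate's cutoff, namely the mean of that plate's compound wells plus 3 SD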;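 further: peak over basal fluorescence ratio during 140 s after agonist addition; 0% = ACh EC80 plus DMSO and 100% = DMSO alone without agonist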
# Target sequence (P11229 whole entry, looked up): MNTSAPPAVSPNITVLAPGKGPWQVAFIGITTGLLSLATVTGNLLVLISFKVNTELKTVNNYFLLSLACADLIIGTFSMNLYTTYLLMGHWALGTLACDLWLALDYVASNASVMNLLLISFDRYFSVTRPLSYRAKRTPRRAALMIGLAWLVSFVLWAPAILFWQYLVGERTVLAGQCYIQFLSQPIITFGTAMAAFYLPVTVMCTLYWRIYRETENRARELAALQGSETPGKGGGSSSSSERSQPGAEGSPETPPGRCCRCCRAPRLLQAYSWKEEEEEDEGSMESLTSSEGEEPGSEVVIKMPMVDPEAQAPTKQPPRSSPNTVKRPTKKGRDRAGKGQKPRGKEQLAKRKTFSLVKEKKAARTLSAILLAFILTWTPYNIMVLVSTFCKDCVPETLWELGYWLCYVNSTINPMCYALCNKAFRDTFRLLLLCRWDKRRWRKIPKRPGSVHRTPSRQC
# CHRM4 agonist – CHRM4 agonism in calcium assay; P08173; CHO-K1 hM4/Gqi5, Fluo-8 calcium fluorescence; vehicle 0%, full acetylcholine response 100%; activation, % at 3 µM; 360,000 compounds, 0.14% hits;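 active means activation above the run mean over all test wells plus 3 SD, cut at about 32% in these data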;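 further: peak over basal fluorescence ratio per well then scaled between controls; 0% = DMSO wells and 100% = acetylcholine at EC100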
# M5 antag – CHRM5 antagonism in calcium assay | CHO-hM5 cells, Fluo-8 calcium fluorescence, ACh EC80 | inhibition, % at 3 µM | 360,000 compounds, 0.59% hits | AID 624040;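 active means inhibition above a per-plate cutoff, the mean of that plate's test compounds plus 3 SD, cut at about 27% in these data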;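 further: 0% = acetylcholine EC80 with DMSO and 100% = DMSO without agonist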
# Target sequence (P08912 whole entry, looked up): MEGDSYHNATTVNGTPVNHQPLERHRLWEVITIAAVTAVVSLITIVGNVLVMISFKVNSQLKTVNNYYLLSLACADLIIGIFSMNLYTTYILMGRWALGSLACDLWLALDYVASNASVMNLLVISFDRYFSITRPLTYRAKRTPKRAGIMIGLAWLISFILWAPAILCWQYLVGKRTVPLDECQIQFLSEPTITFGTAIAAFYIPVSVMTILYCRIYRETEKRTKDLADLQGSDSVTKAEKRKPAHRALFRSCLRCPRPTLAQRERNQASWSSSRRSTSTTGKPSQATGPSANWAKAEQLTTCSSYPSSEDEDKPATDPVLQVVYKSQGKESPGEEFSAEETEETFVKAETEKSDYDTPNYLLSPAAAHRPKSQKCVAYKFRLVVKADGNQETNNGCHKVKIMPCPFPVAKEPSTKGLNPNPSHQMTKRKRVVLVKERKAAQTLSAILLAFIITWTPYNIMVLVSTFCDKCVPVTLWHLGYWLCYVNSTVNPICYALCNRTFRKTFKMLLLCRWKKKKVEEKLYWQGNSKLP
# CRFR2-BP ag – agonists of human CRF-binding protein/CRF-R2 receptor complex; activation, % at 13.2 µM; HEK293 CRF-R2/CRF-BP, calcium dye fluorescence (FLIPR); percent of saturating CRF peptide response; AID 588473; 350,000 compounds, 0.46% hits;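 active means activation of at least 50%, plus an integration ratio under a set limit after plate pattern correction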;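 further: plate controls were neutral control wells without compound for no effect and CRF at EC100 for full effect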
# M4 antag – antagonists of human muscarinic M4 receptor (CHRM4); P08173; CHO-hM4 cells, ACh EC80, Fluo-8 calcium fluorescence; inhibition, % at 3 µM; 360,000 compounds, 0.73% hits;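 active means inhibition above its plate's cutoff, the mean inhibition of sample wells plus 3 SD, cut at about 27% in these data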;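 further: 0% = acetylcholine EC80 with DMSO and 100% = DMSO without agonist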
# CHRM4 PAM – CHRM4 positive allosteric modulation; CHO-K1 hM4/Gqi5, Fluo-8 calcium fluorescence, ACh EC20; 0% = ACh EC20, 100% = maximal ACh; P08173; activation, % at 3 µM; 360,000 compounds, 0.4% hits;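 active means activation above its plate's cutoff, the mean activation of sample wells plus 3 SD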; further: some results filed as inactive read as strong as hits
# M5 PAM – positive allosteric modulators of human muscarinic M5 receptor; P08912; CHO-K1 hM5, Fluo-8 calcium, ACh EC20 PAM; 0% = ACh EC20, 100% = ACh EC100; activation, % at 3 µM; 360,000 compounds, 0.3% hits; AID 624038;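 active means activation above the run cutoff, the mean activation of all test compounds plus 3 SD, cut at about 18% in these data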
#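 Measured by: Fluo-8 calcium fluorescence; material: human M5 receptor in CHO-K1 cells; schedule: Post-acetylcholine fluorescence recording 140 s; benchmarks: low control EC20 acetylcholine (0%), high control EC100 acetylcholine (100%); read-out: Max/basal fluorescence ratio as % of EC20–EC100 ACh window; compound: single dose, 3 µM nominal final test concentration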
# M5 ag – CHRM5 agonism in calcium assay. P08912. CHO-K1 hM5 cells, Fluo-8 calcium fluorescence; 0% DMSO wells, 100% maximal acetylcholine response. activation, % at 3 µM. 360,000 compounds, 0.19% hits. AID 624037;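 active means activation above the run's mean over test compounds plus 3 SD, cut at about 23% in these data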;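 further: signal is peak over basal fluorescence ratio across the kinetic read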
# M1 PAM – potentiates human M1 receptor response to acetylcholine. P11229. CHO-K1 hM1, Fluo-8 calcium fluorescence, ACh EC20; 0% = ACh EC20, 100% = maximal ACh. activation, % at 3 µM. 360,000 compounds, 0.088% hits. AID 588819; in the data active means activation above about 19%, passing the limit was not always enough
# Starred values were filed as active, the others as inactive; . = not tested or not shown.
SMILES,CHRM1 antagonist,CHRM4 agonist,M5 antag,CRFR2-BP ag,M4 antag,CHRM4 PAM,M5 PAM,M5 ag,M1 PAM
Cc1cc(C)n(CC(O)COc2ccc3ccccc3c2)n1 (stereo unspecified),26,25,14,-2.0,8,-10,-12,1,-11
C=CCNC(=O)/C(C#N)=C\c1cc(Cl)c(OCC)c(OC)c1,-6,1,2,-0.4,-6,3,-2,-1,7
Nc1ncc([N+](=O)[O-])cc1Br,-14,0,8,-0.7,6,7,-2,-1,12
Cc1ccc(NP(=O)(c2ccc(N(C)C)cc2NC(=O)c2cccs2)N2CCOCC2)cc1 (stereo unspecified),-12,2,-3,-2.4,-3,14,5,-1,12
O=C(CSc1nnc(CCCN2C(=O)c3cccc4cccc(c34)C2=O)n1-c1ccccc1)NCCCO,-2,2,-4,0.6,4,-11,0,-2,5
CCCc1nc2oc3ccccc3c(=O)c2c(=O)n1CCCOC,-2,1,-9,0.3,1,3,10,1,1
COC(=O)c1ccc(NC(=O)Nc2ccccc2F)cc1,-1,7,7,-0.7,-6,0,-9,3,5
CC(=O)c1ccc(Nc2nc(NCCO)nc(OC(C(F)(F)F)C(F)(F)F)n2)cc1,16,10,12,-0.5,-4,-7,-15,0,-5
CC(C)c1nc2oc3ccccc3c(=O)c2c(=O)n1-c1ccccc1,-10,-1,2,0.5,0,2,-4,-2,3
S=C(Cc1ccccc1)N1CCOCC1,-6,0,10,-3.1,-2,0,0,2,1
CNC(=O)NC(=O)CSc1nnc(-c2ccc(F)cc2)n1CC1CCCO1 (stereo unspecified),-1,0,3,-1.6,1,-6,10,6,-5
CCC(=O)c1ccc(OCC(=O)N(Cc2nnc(-c3ccccc3Cl)o2)C2CC2)cc1,-10,9,-3,-0.4,-3,-6,-2,0,5
O=C(NCCc1ccccc1)c1cnc2ccccc2n1,-9,4,13,-3.2,6,-4,-7,-2,9
O=C(NCCc1ccccc1)c1oc2ccccc2c1COc1ccccc1,0,2,-6,3.7,7,-5,-7,-4,-10
CCOC(=O)/C=C/C(=O)OCC(=O)Nc1ccc(OC)c(Cl)c1,-8,0,-10,-0.8,-3,6,10,-2,9
Fc1ccccc1/C=N/N1CCN(Cc2ccccc2Cl)CC1,-10,0,-8,0.4,-2,-4,-4,-7,-3
COc1ccc(CC(=O)Nc2ccc(/C(C)=N/NC(=O)c3ccc(OC)cc3OC)cc2)cc1,7,4,13,-0.6,13,-7,-8,-4,-6
CCCCc1cc(=O)oc2cc(OC(C)C(=O)NCC3CCC(C(=O)O)CC3)c(Cl)cc12 (stereo unspecified),-13,0,6,-2.4,-4,2,0,0,8
COc1ccc(C2/C(=C(\O)c3ccc4c(c3)OCCO4)C(=O)C(=O)N2c2nc(C)c(C(C)=O)s2)cc1 (stereo unspecified),-5,5,-1,-0.7,-2,9,6,-1,2
CCOc1ccc(CCNC(=O)COc2cccc(-n3cnnn3)c2)cc1OCC,-17,4,8,0.6,-17,2,-6,3,4

# An excerpt of these results, with values under each structure.
# Sequence of screens – CHRM1 antagonist, CHRM4 agonist, M5 antag, CRFR2-BP ag, M4 antag, CHRM4 PAM, M5 PAM, M5 ag, M1 PAM
> Cc1cc(C)n(CC(O)COc2ccc3ccccc3c2)n1 (stereo unspecified)
→ 26, 25, 14, -2.0, 8, -10, -12, 1, -11
> C=CCNC(=O)/C(C#N)=C\c1cc(Cl)c(OCC)c(OC)c1
→ -6, 1, 2, -0.4, -6, 3, -2, -1, 7

# (cont.)
SMILES,CHRM1 antagonist,CHRM4 agonist,M5 antag,CRFR2-BP ag,M4 antag,CHRM4 PAM,M5 PAM,M5 ag,M1 PAM
CC1=C(C(=O)N(C)C)CC(CC(=O)NCc2cccc3ccccc23)C(=O)N1Cc1ccc(F)cc1 (stereo unspecified),-1,2,-8,.,1,-4,6,0,1
COc1ccccc1NC(=O)N(C1CCCC1)C1CCN(C(C)=O)CC1,-11,0,0,-1.0,-3,-4,4,1,8
COc1ccc([N+](=O)[O-])cc1NC(=O)C(C)OC(=O)Cn1[nH]c(=O)c2ccccc2c1=O (stereo unspecified),-18,0,1,1.1,-6,14,6,-2,16
COc1ccc(CN(C)C(=O)c2ccc(NS(=O)(=O)c3ccc4[nH]c(=O)[nH]c4c3)cc2)c(OC)c1OC,-14,2,4,-0.6,-9,10,1,0,14
Cc1nn2c3c(cnc2c1-c1ccccc1)C(=O)CC(c1ccco1)C3 (stereo unspecified),-6,0,2,0.0,1,11,2,0,9
COc1ccc2oc(/C=C/N(C)C)c(C(=O)c3ccc(Cl)cc3)c2c1,0,1,0,-3.5,0,9,5,-1,13
O=C1NCC(CN(c2ccccc2)c2ccccc2)O1 (stereo unspecified),2,-1,-5,-0.9,-7,2,6,-4,1
CN(c1ccccc1)C(c1ccc(F)cc1)c1nnnn1CC1CCCO1 (stereo unspecified),4,-3,-4,-1.4,-2,-4,0,-2,-1
Cc1nc2ncnn2c(C)c1CCC(=O)NC(C)CCc1ccco1 (stereo unspecified),1,0,1,-0.1,-3,2,2,2,0
O=C(CN1CCCCC1)n1c2ccccc2c2ccccc21,-16,-1,11,-0.7,-4,12,3,-5,11
Fc1ccccc1CNC(=S)Nc1cccc(C(F)(F)F)c1,22,14,27*,2.7,9,-23,-20,6,-13
CC(=O)OC[C@@H]1CN(Cc2cccc(C(F)(F)F)c2)C[C@H](n2cnc3c(NCc4ccco4)ncnc32)O1,24,24,8,.,16,-10,-8,7,-19
COc1cc2c(cc1OC)CN(C(=O)c1cccc([N+](=O)[O-])c1)CC2,-9,0,2,-1.9,1,-2,2,4,8
Cc1ccc(S(=O)(=O)N2CCCC(c3nc4c(nnn4Cc4ccc5c(c4)OCCO5)c(=O)[nH]3)C2)cc1 (stereo unspecified),3,4,-12,3.3,-13,0,-1,-1,0
O=C(Cn1nnc(-c2ccccc2F)n1)NCCc1ccccc1,-13,0,2,1.1,-19,7,-4,0,5
Cc1ccc(NC(=O)C(=O)NCCN2CCN(S(C)(=O)=O)CC2)cc1,-7,1,23,-0.3,12,13,1,-4,5
Clc1ccccc1SCc1nc2ccccc2[nH]1,3,0,0,-1.3,-6,2,-5,-3,-5
COC(=O)c1c(N)[nH]c(C(=O)c2ccccc2)c1-c1ccc(Cl)cc1,.,3,-10,.,-7,4,-2,7,.
CC12CCC(O)CC1=CCC1C2CCC2(C)c3[nH]ncc3CC12 (stereo unspecified),-16,3,-13,-5.3,1,1,18,6,11
Cc1ccc(-n2c(=S)sc3c(=O)n(-c4ccccc4C)c(SCC(=O)O)nc32)cc1C,-13,5,12,1.2,1,-6,-5,-1,16
CC(C)=CCC[C@](C)(O)C1CC[C@]2(C)C1[C@H](O)CC1[C@@]3(C)CC[C@H](O[C@@H]4O[C@H](CO)[C@@H](O)[C@H](O)[C@H]4O[C@@H]4O[C@H](CO)[C@@H](O)[C@H](O)[C@H]4O)C(C)(C)C3CC[C@]12C (stereo partly specified),0,2,7,1.2,-1,6,4,15,0
O=C(Nc1cccc2ncccc12)c1ccco1,-10,1,2,0.5,-1,4,2,-1,11
O=C(Nc1cccc(NC(=O)c2ccc([N+](=O)[O-])o2)c1)c1ccco1,1,10,8,0.0,-8,-9,-4,1,6
COc1ccc(-n2c(=O)c(CCC(=O)N3CCN(c4cccc(OC)c4)CC3)nc3ccccc32)cc1,-18,2,-10,1.6,-14,2,-3,-1,4
O=C1CC(c2ccccc2)CC(O)=C1C=Nc1ccccc1 (stereo unspecified),-3,2,7,-1.0,-2,-1,0,-2,12
COc1cccc(-c2cc(C(=O)NCCCn3ccnc3)no2)c1,-5,1,-4,2.9,-22,7,0,-4,1
COc1cccc(NC(=O)CN(C)C(=O)c2ccc3c(c2)CC(c2ccccc2)OC3=O)c1 (stereo unspecified),-9,18,14,0.1,-5,0,-10,5,7
Cc1ccc(-c2ccc(C(=O)O)[nH]2)cc1,-4,0,-6,-0.6,-1,5,4,-2,11
CCOC(=O)CNc1ccc2c(c1)OCO2,-11,0,4,10,-4,2,5,-10,7
CCc1cccc(C)c1NC(=O)COC(=O)CC1CCCC1,-13,1,-9,-3.9,-11,10,4,-3,9
Cc1c(Cl)cccc1N/C(=N/S(=O)(=O)c1cccs1)c1ccccc1,-2,1,-5,-1.4,-14,-4,-6,-6,5
CNc1ncnc2c1ncn2[C@H]1CN(CCN2CCOCC2)C[C@@H](CO)O1,-15,1,9,.,-21,4,-6,0,3
N#CC(CCc1ccccn1)c1ccccc1 (stereo unspecified),-19,0,6,0.7,-4,5,5,-6,10

# Molecules shown so far with a furan ring, fused or not:
SMILES,CHRM1 antagonist,CHRM4 agonist,M5 antag,CRFR2-BP ag,M4 antag,CHRM4 PAM,M5 PAM,M5 ag,M1 PAM
O=C(NCCc1ccccc1)c1oc2ccccc2c1COc1ccccc1,0,2,-6,3.7,7,-5,-7,-4,-10
Cc1nn2c3c(cnc2c1-c1ccccc1)C(=O)CC(c1ccco1)C3 (stereo unspecified),-6,0,2,0.0,1,11,2,0,9
COc1ccc2oc(/C=C/N(C)C)c(C(=O)c3ccc(Cl)cc3)c2c1,0,1,0,-3.5,0,9,5,-1,13
Cc1nc2ncnn2c(C)c1CCC(=O)NC(C)CCc1ccco1 (stereo unspecified),1,0,1,-0.1,-3,2,2,2,0
CC(=O)OC[C@@H]1CN(Cc2cccc(C(F)(F)F)c2)C[C@H](n2cnc3c(NCc4ccco4)ncnc32)O1,24,24,8,.,16,-10,-8,7,-19
O=C(Nc1cccc2ncccc12)c1ccco1,-10,1,2,0.5,-1,4,2,-1,11
O=C(Nc1cccc(NC(=O)c2ccc([N+](=O)[O-])o2)c1)c1ccco1,1,10,8,0.0,-8,-9,-4,1,6
